Screening data deposited in PubChem BioAssay by The Scripps Research Institute Molecular Screening Center.
CHRM1 antagonist – human M1 muscarinic receptor antagonists, primary screen, CHO-K1 cells, Fluo-8 calcium fluorescence, 1536-well. CHO-K1 hM1, ACh EC80 antagonist. Muscarinic acetylcholine receptor M1 (Homo sapiens), P11229. inhibition, % at 3 µM. 360,000 compounds, 1.3% hits;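 active means percent inhibition above its own plate's cutoff, namely the mean of that plate's compound wells plus 3 SD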;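 further: peak over basal fluorescence ratio during 140 s after agonist addition; 0% = ACh EC80 plus DMSO and 100% = DMSO alone without agonist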
Target sequence (P11229 whole entry, looked up): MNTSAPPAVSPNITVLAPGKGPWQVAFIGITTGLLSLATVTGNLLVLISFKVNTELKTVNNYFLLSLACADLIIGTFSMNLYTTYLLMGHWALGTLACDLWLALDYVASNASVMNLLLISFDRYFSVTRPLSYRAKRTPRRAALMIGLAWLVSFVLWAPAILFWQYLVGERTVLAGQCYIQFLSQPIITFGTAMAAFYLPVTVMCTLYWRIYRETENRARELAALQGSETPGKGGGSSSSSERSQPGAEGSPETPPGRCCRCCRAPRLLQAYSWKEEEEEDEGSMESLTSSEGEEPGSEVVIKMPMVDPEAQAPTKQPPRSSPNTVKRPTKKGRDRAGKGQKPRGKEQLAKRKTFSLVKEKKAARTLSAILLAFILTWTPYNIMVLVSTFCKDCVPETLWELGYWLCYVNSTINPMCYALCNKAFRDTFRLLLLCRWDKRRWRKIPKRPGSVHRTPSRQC
M5 ag – human M5 muscarinic receptor agonists, primary screen, CHO-K1 cells, Fluo-8 calcium fluorescence. Muscarinic acetylcholine receptor M5 (Homo sapiens), P08912. activation, % at 3 µM. CHO-K1 hM5 cells; 0% DMSO wells, 100% maximal acetylcholine response. 360,000 compounds, 0.19% hits;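 active means activation above the run's mean over test compounds plus 3 SD, cut at about 23% in these data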;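 further: signal is peak over basal fluorescence ratio across the kinetic read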
M1 PAM – human M1 muscarinic receptor positive allosteric modulators, primary screen, CHO-K1 cells, Fluo-8 calcium fluorescence, 1536-well; 360,000 compounds, 0.088% hits; CHO-K1 hM1, ACh EC20; 0% = ACh EC20, 100% = maximal ACh; Muscarinic acetylcholine receptor M1 (Homo sapiens), P11229; activation, % at 3 µM; in the data active means activation above about 19%, passing the limit was not always enough
CHRM5 PAM – human M5 muscarinic receptor positive allosteric modulators, primary screen, CHO-K1 cells, Fluo-8 calcium fluorescence | activation, % at 3 µM | AID 624038, 2012 | CHO-K1 hM5, ACh EC20 PAM; 0% = ACh EC20, 100% = ACh EC100 | Muscarinic acetylcholine receptor M5 (Homo sapiens), P08912 | 360,000 compounds, 0.3% hits;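 active means activation above the run cutoff, the mean activation of all test compounds plus 3 SD, cut at about 18% in these data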
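Assay system: CHO-K1 hM5 cells. Also added: acetylcholine at EC20 concentration, added after compound. Dosing: 3 µM, single dose. Times: compound preincubation 140 s before EC20 acetylcholine addition. Signal: Fluo-8 calcium fluorescence. Measure: % activation relative to EC20 and EC100 ACh responses. Repeats: singlicate, one well per test compound.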
M5 antag – human M5 muscarinic receptor antagonists, primary screen, CHO cells, Fluo-8 calcium fluorescence. CHO-hM5 cells, ACh EC80. inhibition, % at 3 µM. 360,000 compounds, 0.59% hits;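 active means inhibition above a per-plate cutoff, the mean of that plate's test compounds plus 3 SD, cut at about 27% in these data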;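 further: 0% = acetylcholine EC80 with DMSO and 100% = DMSO without agonist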
M1 ag – human M1 muscarinic receptor agonists, primary screen, Fluo-8 calcium fluorescence, CHO-K1 cells, HTS | CHO-K1 hM1, agonist mode; 0% DMSO, 100% acetylcholine EC100 | activation, % at 3 µM | 360,000 compounds, 0.33% hits;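 active means activation above the run's mean compound activation plus 3 SD, cut at about 16% in these data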;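 further: peak over basal fluorescence ratio within a 140 s kinetic read after compound addition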
CHRM4 agonist – human M4 muscarinic receptor agonists, primary screen, CHO-K1 cells, Fluo-8 calcium fluorescence; 360,000 compounds, 0.14% hits; activation, % at 3 µM; CHO-K1 hM4/Gqi5; vehicle 0%, full acetylcholine response 100%;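 active means activation above the run mean over all test wells plus 3 SD, cut at about 32% in these data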;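 further: peak over basal fluorescence ratio per well then scaled between controls; 0% = DMSO wells and 100% = acetylcholine at EC100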
Target sequence (P08173 whole entry, looked up): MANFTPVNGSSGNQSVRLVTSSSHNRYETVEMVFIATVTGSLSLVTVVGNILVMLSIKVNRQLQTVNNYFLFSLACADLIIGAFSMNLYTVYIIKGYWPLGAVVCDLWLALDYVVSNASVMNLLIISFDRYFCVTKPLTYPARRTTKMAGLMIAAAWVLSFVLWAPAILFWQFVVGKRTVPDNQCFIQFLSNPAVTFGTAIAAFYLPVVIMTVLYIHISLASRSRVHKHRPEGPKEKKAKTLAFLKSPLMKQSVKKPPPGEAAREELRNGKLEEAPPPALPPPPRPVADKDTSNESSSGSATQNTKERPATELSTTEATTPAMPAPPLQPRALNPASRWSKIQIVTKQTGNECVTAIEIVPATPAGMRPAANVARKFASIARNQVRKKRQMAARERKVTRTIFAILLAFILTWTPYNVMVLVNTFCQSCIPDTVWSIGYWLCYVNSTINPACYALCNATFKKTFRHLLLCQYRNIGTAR
TAAR1 agonist – human TAAR1 agonists, primary screen, Fluo-8 calcium fluorescence, CHO RD-HGA16 cells; Trace amine-associated receptor 1 (Homo sapiens), Q96RJ0; vehicle wells 0%, saturating PEA agonist 100%; activation, % at 3 µM; 360,000 compounds, 0.99% hits; AID 624467, 2012;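 active means activation above the mean activation of all test compounds in the run plus 3 SD, cut at about 38% in these data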
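Signal – calcium-sensitive Fluo-8 signal, excitation 470-495, emission 515-575 nm · System – RD-HGA16 (CHO) cells co-expressing Gα16 and hTAAR1 · Incubation – 17-24 h seeding, 75 min 37 °C dye, 30 min RT · Compound dosing – 3 µM single concentration · Repeats – no replicates (n 1)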
CHRM4 antagonist – human M4 muscarinic receptor antagonists, primary screen, CHO cells, Fluo-8 calcium fluorescence | CHO-hM4 cells, ACh EC80 | Muscarinic acetylcholine receptor M4 (Homo sapiens), P08173 | 360,000 compounds, 0.73% hits | inhibition, % at 3 µM;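 active means inhibition above its plate's cutoff, the mean inhibition of sample wells plus 3 SD, cut at about 27% in these data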;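 further: 0% = acetylcholine EC80 with DMSO and 100% = DMSO without agonist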
An asterisk follows results filed as active; . = no result given.

mol,CHRM1 antagonist,M5 ag,M1 PAM,CHRM5 PAM,M5 antag,M1 ag,CHRM4 agonist,TAAR1 agonist,CHRM4 antagonist
CCCCn1c(N)c(N(CCOC)C(=O)COC(=O)COc2c(C)cc(C)cc2C)c(=O)[nH]c1=O,-7.8,-3.4,8.1,4.9,-3.6,-2.7,1.2,0.2,-11.0
COC(=O)c1oc2ccc(Br)cc2c1NC(=O)CN1CCN(C)CC1,-0.2,-4.1,2.0,-4.4,7.5,-5.0,1.5,1.4,12.3
COc1ccc(CCNC(=O)c2cc(S(=O)(=O)N3CCc4ccccc43)ccc2F)cc1OC,-4.8,0.3,1.5,-2.9,7.2,-4.8,8.7,1.9,-6.4
C/C=C/C=C/C(=O)N1CC2(CC(c3cccc(NC(=O)/C=C/C)c3)=NO2)C[C@@H]1C(N)=O (some centres undefined),2.9,-1.1,10.8,2.0,15.8,-2.7,0.1,2.0,9.4
COc1ccccc1-c1nc(-c2cccc(C)c2)no1,-20.9,-2.7,5.3,-0.9,0.2,-4.5,0.3,2.1,-11.4
CN1CCN(CCCNC(=O)CCc2nnc3n(Cc4ccccc4Cl)c(=O)c4ccccc4n23)CC1,-0.7,-5.6,-3.2,4.7,-1.4,-6.1,1.8,2.1,-6.2
Cn1c(CCNC(=O)c2ccccc2)nc2ccccc21,3.1,0.5,-3.1,1.2,2.4,-4.5,0.1,6.6,14.0
CN1CCN(Cc2cccc(Oc3ccccc3)c2)CC1,16.4,-7.1,-21.6,-21.3,6.8,-10.8,2.9,3.5,2.7
O=C(CSc1nc2ccccc2c(=O)n1-c1ccccc1)NCC1CCCO1 (centres undefined),12.0,-0.9,-3.9,5.8,4.2,-1.6,1.1,1.1,1.8
CC(C)CCNC(=O)NC(=O)COC(=O)C1CCN(S(=O)(=O)c2ccccc2F)CC1,8.0,-1.9,-7.0,-2.5,5.8,-2.7,2.7,4.7,-3.1
C[C@H](O)[C@@H]1CN2CCc3c([nH]c4ccccc34)[C@@H]2C[C@@H]1N(C)C(=S)Nc1ccc(C#N)cc1,-6.2,2.8,8.4,6.7,-4.3,-9.7,1.2,1.0,-5.9
COc1ccc(CCNC(=O)CCCn2nc(C)n3ccnc3c2=O)cc1OC,2.1,3.4,-1.0,-10.3,5.0,-1.5,11.6,1.4,-6.0
CCCCNC(=O)N1CCCN(c2ccc(C#N)cn2)CC1,-13.5,-4.0,4.1,-1.3,2.6,-7.6,1.2,2.3,-4.4
COc1ccc(CN2CCCC(C(=O)N3CCCCC3)C2)cc1 (centres undefined),5.2,-5.5,-3.0,-8.6,9.0,-6.3,7.7,1.0,1.8
CC(C)(C)c1ccc(/C=C2\Oc3c(ccc(O)c3CN3CCN(CCO)CC3)C2=O)cc1,-1.1,3.5,-0.1,-3.4,14.7,-0.9,1.6,8.8,0.2
COCCCNC(=S)NC(=O)c1ccccc1,-5.5,-0.9,5.2,-2.3,2.7,-4.4,0.4,6.3,-5.2
N#C/C(=C\c1ccncc1)c1ccc(NC(N)=O)cc1,4.0,-1.9,2.9,-14.5,23.0,-2.3,15.5,-0.7,0.0
O=C(NNC(=S)Nc1ccc(Cl)cc1Cl)c1cccnc1,-7.5,-0.1,7.6,3.3,12.5,-4.5,0.5,8.8,-0.6
COc1c(Br)cc([N+](=O)[O-])c(OC)c1C(=O)NC(=O)Nc1c(Cl)cccc1Cl,10.2,-1.8,-3.4,-9.4,3.9,-3.8,2.2,-0.2,-11.0
COCc1[nH]nc2c1C(c1cc(OC)c(O)c(OC)c1)C(C#N)=C(N)O2 (centres undefined),-3.4,-7.3,2.4,1.2,0.8,-2.3,1.5,14.5,-1.6
CN(C)CCOc1ccccc1C(C)(C)C,57.4*,-6.2,-20.0,-19.0,11.6,-6.2,1.1,1.9,9.3
O=C(COc1cccc2c1CCNC2=O)Nc1cccc(F)c1,-13.5,1.9,11.6,-0.7,-5.7,2.5,2.3,3.5,-5.4
Cc1ccc(C2Nc3ccccc3NC3=C2C(=O)CC(C)(C)C3)c(O)c1 (centres undefined),-12.7,1.3,13.9,-0.8,-1.0,-1.8,1.5,0.5,2.4
N#C/C(=C\c1ccccc1)C(=O)Nc1cc(S(=O)(=O)N2CCOCC2)ccc1N1CCCC1,-12.6,0.1,10.4,-0.8,3.0,-5.5,-0.2,10.9,-5.2
C=CCNC(=O)c1ccsc1N,.,9.4,.,4.0,-3.1,.,6.1,8.4,-2.1
CC1CCC(=O)N(CCC#N)CC1 (centres undefined),-9.5,1.2,4.9,3.6,13.0,-4.3,1.1,12.8,2.8
COc1ccccc1NC(=O)c1cc([N+](=O)[O-])ccc1N1CCOCC1,-3.8,-2.1,1.7,-1.8,2.1,-2.4,1.3,0.3,1.2
Cc1cccc(C)c1NC(=O)C(=O)c1cn(C)c2ccccc12,-11.8,-1.9,9.6,0.0,15.9,-1.8,2.2,-2.4,-2.2
CC(=C\c1ccco1)/C=C(\C#N)C(=O)NCCc1c[nH]c2ccccc12,9.8,0.9,-7.0,-16.4,20.5,-4.3,13.0,12.7,4.0
COc1ccc(CN2C(=O)CN=C2Nc2cccc(C)c2C)cc1,-20.3,1.9,1.3,-5.2,-2.0,-0.5,2.1,1.6,8.0
C=CCNC(=S)N1CCC(C(=O)c2ccc(OC)cc2)CC1,-11.9,4.3,0.5,-6.4,5.9,-1.8,3.7,-0.1,5.1
CC(=O)c1ccc(N2CCN(C(=O)c3noc4c3CSc3ccccc3-4)CC2)cc1,-4.2,-1.4,0.1,-2.0,1.1,-2.5,1.6,7.2,0.8
CC(C)C(=O)N1CCC1(C)C(=O)Nc1ccc(-n2cncn2)cc1 (centres undefined),-4.6,-0.5,0.8,3.0,25.1,-0.4,0.5,1.4,9.0
CCCOC(=O)C1=C(C)NC2=C(C(=O)CCC2)C1c1cccs1 (centres undefined),-4.5,-1.3,4.0,-2.3,4.7,-6.0,-1.6,2.3,0.5
O=C(O)c1cc(NC(=O)c2ccccc2F)cc(NC(=O)c2ccccc2F)c1,-14.9,1.0,8.7,14.1,-5.4,-3.1,0.8,9.7,5.2
C=CCNC(=O)CN1CCN(C(c2ccccc2)c2ccccc2)CC1,-3.5,-19.4,5.1,-3.0,-0.8,-7.9,0.6,7.5,-4.7
CCOc1ccc(-c2nc(CSCC(=O)NCC3CCCO3)c(C)o2)cc1 (centres undefined),-4.7,-3.6,2.7,-6.5,8.5,-1.4,2.7,-1.7,-1.6
CCCCn1c(N)c(N(C)C(=O)c2ccc(OCC3CCCO3)cc2)c(=O)[nH]c1=O (centres undefined),6.9,-1.8,-1.2,-3.0,21.0,-3.4,0.3,-0.7,-0.4
O=C(NCc1cccnc1)c1cc(C2CCCCN2S(=O)(=O)c2ccc(F)cc2F)on1 (centres undefined),-7.1,-0.6,1.1,-2.8,-4.4,-5.8,4.2,1.2,-0.1
Fc1cccc(/C=C2\CCCC3=C2NC(=S)NC3c2cccc(F)c2)c1 (centres undefined),-3.5,-4.2,2.9,-7.0,10.8,-6.5,-0.1,0.2,7.2
COCCCNC(=O)c1c(-c2ccccc2)noc1C,-8.4,-0.7,10.9,5.0,-3.0,-3.6,0.9,3.2,-2.9
COc1ccccc1CNC(=O)/C=C/c1ccc(S(=O)(=O)NCc2ccco2)cc1,-2.5,-5.7,6.5,1.3,4.0,-7.5,1.2,0.9,6.4
Cc1ccc(Nc2nc(Cl)nc(NC(C)(C)C)n2)cc1,3.9,-16.8,-14.5,-10.7,4.3,-10.0,-2.7,-3.2,-5.5
Cc1ccccc1-c1nc(-c2ccc(Br)o2)no1,-15.1,-1.8,10.6,1.0,2.7,-1.2,0.2,4.9,-5.0
COC(=O)C1=CN(c2cccc(Cl)c2)C=C(C(=O)OC)C1c1cccc(OC)c1,-17.6,-6.2,8.6,-0.8,1.2,-3.7,-1.4,2.9,0.0
CC(=O)c1c(C)[nH]c(C(=O)O)c1C,5.5,-6.6,-5.5,-4.5,2.4,-6.3,0.6,5.4,-0.7
CCN(CC)S(=O)(=O)c1ccc(C(=O)OCC(=O)NCc2ccco2)cc1,-11.1,-3.4,10.0,7.9,-1.2,-1.9,3.2,1.5,-4.0
COc1cc(C2NC(=O)NC(C)=C2C(C)=O)ccc1O (centres undefined),8.8,0.8,0.1,2.0,-1.6,0.1,0.6,-0.3,14.2

Exported with two lines to a compound: two of the compounds above.
Every second line gives: CHRM1 antagonist | M5 ag | M1 PAM | CHRM5 PAM | M5 antag | M1 ag | CHRM4 agonist | TAAR1 agonist | CHRM4 antagonist
- C=CCNC(=S)N1CCC(C(=O)c2ccc(OC)cc2)CC1
→ -11.9 | 4.3 | 0.5 | -6.4 | 5.9 | -1.8 | 3.7 | -0.1 | 5.1
- COC(=O)C1=CN(c2cccc(Cl)c2)C=C(C(=O)OC)C1c1cccc(OC)c1
→ -17.6 | -6.2 | 8.6 | -0.8 | 1.2 | -3.7 | -1.4 | 2.9 | 0.0

An excerpt (hit frequency here may not be typical).
